# EPAC2 antag = EPAC2 (human) antagonism; Q8WZA2; EPAC2 GEF exchange of Rap1B-BODIPY-GDP, fluorescence; Potency, µM (doses to about 114 µM), for inactives: top-dose activity, negative = inhibition, actives largely listed as inhibitors; hit rate 0.18% among 360,000; note: % is set by controls: 0 for no effect and ±100 for the full control effect; nearly all actives have a fitted effect of over 45% in size; many of its hits are not listed in these tables
# TDP43 rescue = TDP-43 toxicity inhibition in yeast; Potency, µM (doses to about 46.1 µM), for inactives: at the highest dose growth rescue (activation), usual class: activators; hit rate 1.8% among 410,000; TDP-43 expressing yeast growth rescue, BacTiter-Glo, 24 h; note: % of control where 0% means no effect; nearly all actives have a fitted effect of over 50% in size
#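 Luminescence from BacTiter-Glo reports growth of TDP-43-expressing yeast after 24 hr at 30 deg C with compound. Cells were raffinose-pregrown to mid-log, then seeded in galactose medium at OD600=0.02.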
# EPAC1 ag = agonists of human EPAC1. O95398. hit rate 0.073% among 360,000. EPAC1 agonist qHTS, biochemical assay; response scale: 100% = response to 6.5 mM cAMP. Potency, µM (highest dose often 154 µM), inactives show top-dose activation, actives largely listed as activators. AID 720707; note: nearly all actives have a fitted effect of over 60% in size
#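 Compounds were pinned as a concentration titration into mixtures of EPAC1 (100 nM), BODIPY-GDP-loaded Rap1B (250 nM) and GDP (50 uM). After 5 min at room temperature, fluorescence was followed for 30 min; activity was scaled to 6.5 mM cAMP.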
# aSyn yeast inh = inhibitors of alpha-synuclein toxicity in yeast; Yeast expressing alpha-synuclein, growth rescue, BacTiter-Glo, 24 h; Potency, µM (top dose mostly 46.1 µM), inactives show at the top dose growth rescue (activation), hits mostly activators; hit rate 0.14% among 370,000; AID 652106; note: % of control where 0% means no effect; nearly all actives have a fitted effect of over 65% in size
#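 Readout is rescue of growth in alpha-synuclein-expressing yeast, so inhibitors of toxicity appear as activators. Growth after 24 hr at 30 deg C in galactose medium is quantified by luminescence.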
# EPAC1 antagonist = EPAC1 (human) antagonism; Potency, µM (highest dose often 115 µM), for inactives: at the highest dose activity change, negative = inhibition, actives largely listed as inhibitors; O95398; EPAC1 GEF assay, Rap1b-BODIPY-GDP exchange fluorescence; hit rate 0.14% among 360,000;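 note: plate controls were vehicle for no effect and positive control for full effect; nearly all actives have a fitted effect of over 50% in size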
# PTHR1 ag = PTHR1 (human) receptor agonism. HEK293 GP2 PTHR1 cells, GloSensor cAMP luminescence, 1 h. hit rate 0.075% among 410,000. AID 743266. Potency, µM (top dose mostly 115 µM), for inactives: at the highest dose activation, hits mostly activators; note: nearly all actives have a fitted effect of over 55% in size; some results filed as inactive show a strong effect at the top dose; inactives centre near -15; many of its hits are not listed in these tables
# Target sequence (Q03431 whole entry, looked up): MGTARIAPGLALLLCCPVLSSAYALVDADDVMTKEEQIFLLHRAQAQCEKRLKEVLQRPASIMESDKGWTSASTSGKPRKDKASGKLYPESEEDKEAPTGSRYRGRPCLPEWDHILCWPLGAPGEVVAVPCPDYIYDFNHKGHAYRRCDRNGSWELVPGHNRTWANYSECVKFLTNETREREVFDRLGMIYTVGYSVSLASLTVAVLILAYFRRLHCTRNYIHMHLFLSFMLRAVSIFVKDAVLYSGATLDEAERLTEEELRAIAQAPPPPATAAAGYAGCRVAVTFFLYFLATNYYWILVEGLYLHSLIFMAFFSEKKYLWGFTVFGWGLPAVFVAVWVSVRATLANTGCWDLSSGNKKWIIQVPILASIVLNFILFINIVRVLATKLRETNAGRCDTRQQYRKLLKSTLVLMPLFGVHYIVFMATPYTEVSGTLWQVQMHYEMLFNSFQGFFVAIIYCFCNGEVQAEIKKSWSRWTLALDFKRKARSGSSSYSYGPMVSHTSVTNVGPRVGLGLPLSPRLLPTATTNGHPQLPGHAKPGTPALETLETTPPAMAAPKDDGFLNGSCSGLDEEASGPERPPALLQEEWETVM
#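 HEK-293-derived GP2 cells expressing PTHR1 and a GloSensor cAMP reporter, 3,000/well, plated overnight, given luciferin plus IBMX (each 0.5 mM as added) for 1 h at 37 °C, then compound for 1 h at 37 °C. Luminescence was read after 15 min at room temperature.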
# EPAC2 agonist = EPAC2 (human) agonism. hit rate 0.079% among 360,000. Potency, µM (highest dose often 154 µM), for inactives: top-dose activation, usual class: activators. EPAC2 activation, biochemical qHTS; response scale: 100% = 6.5 mM cAMP response; note: nearly all actives have a fitted effect of over 50% in size
#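 Setup: EPAC2 100 nM, labeled Rap1B complex 250 nM, free GDP 50 uM. Compound titrations pinned in, brief spin, 5 min room temperature incubation. Kinetic fluorescence read over 30 min, normalized to 6.5 mM cAMP.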
# FUS yeast rescue = rescues growth of FUS-expressing yeast; S. cerevisiae FUS-expressing, growth rescue, OD600, 24 h; Potency, µM (series often up to 76.6 µM), inactives show at the top dose growth rescue (activation), actives largely listed as activators; hit rate 0.24% among 390,000; AID 1347120;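 note: plate controls were DMSO vehicle for no effect and reference control for full effect; nearly all actives have a fitted effect of over 55% in size; some results filed as inactive show a strong effect at the top dose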
#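 Absorbance at 600 nm, taken 24hr after compound addition, measured rescue of FUS-yeast growth at 30C. Induction used 2% galactose with seeding at OD 0.005. Controls: CP55940 from 92uM final, DMSO only.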
# * marks the source's active call; other numbers are inactive results; i = inactive; ? = inconclusive; . = no result given; [ ] = another dose, or the depositor's remark. Calls come from the whole dose curve; as a rule, active = well fitted curve in the direction sought with a large enough effect; inconclusive = small, poorly fitted or top-dose-only effect, or another doubt; inactive = no such curve, though single readings can be large; an effect the other way counts as inactive or inconclusive. Potency is the fitted concentration of half-maximal effect. A portion of the library; rates above refer to the full screens.
SMILES,EPAC2 antag,TDP43 rescue,EPAC1 ag,aSyn yeast inh,EPAC1 antagonist,PTHR1 ag,EPAC2 agonist,FUS yeast rescue
COc1cc(C(=O)NNC(=O)c2ccccc2Br)ccc1OCC(=O)N1CCOCC1,-0.6%,12.1%,-0.1%,-0.1%,-16.5%,i,-1.5%,-6.9%
O=C(CCn1nc(-c2ccc(Cl)cc2)ccc1=O)N1CCN(c2ccccn2)CC1,-10.8%,-13.3%,-13.5%,-0.9%,?,i,1.9%,.
COc1ccc(NC(=O)CN2CCN(c3ccc(F)cc3)CC2)cc1Cl,6.3%,0.7%,6.2%,-2.2%,-17.3%,i,10.8%,9.0%
CCc1ccc(NC(=S)N(CCOC)C2CCN(C(C)=O)CC2)cc1,2.1%,20.4%,5.5%,-3.7%,-6.2%,i,12.1%,-18.3%
CC1CCN(S(=O)(=O)c2ccc(NC(=O)CN3CCOCC3)cc2)CC1,4.4%,-12.9%,-5.2%,0.6%,1.8%,i,4.2%,13.7%
COCC(=O)N(Cc1cc2ccccc2[nH]c1=O)c1ccc(OC)cc1,0.2%,1.0%,7.6%,13.8%,-6.4%,i,1.7%,-4.1%
O=C(NCCCOc1cccc(CN2CCCCC2)c1)c1ccc(Cl)c(Cl)c1,5.5%,8.3%,-3.9%,10.1%,2.7%,i,0.9%,12.4%
COCCn1c(N)c(C(=O)NS(=O)(=O)c2ccc(C)cc2)c(=O)[nH]c1=O,-3.1%,9.7%,0.0%,-1.4%,-11.0%,i,13.0%,21.4%
CCN(CC)S(=O)(=O)c1cccc(-c2nnc(SCC(N)=O)n2C)c1,2.8%,13.5%,-2.4%,-3.1%,?,i,-0.7%,-2.9%
COC(=O)NNC(=O)COc1ccc2ccccc2c1Br,-0.6%,?,-1.0%,-0.1%,-27.6%,i,-1.1%,.
Cc1cc(C)nc(N(C#N)CC(=O)c2ccccc2)n1,10.6%,-11.6%,-3.9%,6.4%,3.7%,-2.6%[57.5 µM],1.8%,11.7%
O=C(Cn1cncn1)c1ccccc1Br,-0.4%,1.6%,13.5%,1.9%,-17.5%,-13.4%,4.5%,15.5%
O=C(CSc1nc2[nH]ncc2c(=O)[nH]1)N1CCCCC1,-0.7%,5.0%,0.4%,0.7%,-8.4%,i,2.5%,-4.1%
O=C(c1cc2ccccc2oc1=O)N(Cc1ccccc1)Cc1ccc2c(c1)OCO2,1.4%,5.0%,17.3%,11.1%,4.3%,i,15.9%,40.8%
O=C1C2CCCCN2C(=O)N1CCN1CCN(c2ccc([N+](=O)[O-])cc2)CC1 (configuration not stated),2.0%,-14.7%,10.4%,-2.3%,8.5%,?,7.3%,11.5%
CC1(C)CC(CC(=O)Nc2nccs2)(c2ccccc2)CCO1 (configuration not stated),2.2%,20.3%,-3.8%,0.5%,0.6%,i,-9.9%,7.4%
CCOC(=O)c1ccc(NC(=O)C2CCN(C(=O)c3ccc(OC)c(OC)c3)CC2)cc1,?,-7.4%,4.0%,-0.6%,2.1%,-21.7%[57.5 µM],-0.8%,22.4%
O=C(NCc1cccnc1)C(=O)NCC1OCCCN1S(=O)(=O)c1ccc(Cl)cc1 (configuration not stated),2.8%,-28.3%,-4.5%,-21.8%,-14.9%,-25.3%,14.6%,25.7%
CCC(=O)Nc1ccc(NCc2ccc(-c3ccccc3)cc2)cc1,-1.4%,12.6µM*,4.6%,0.2%,1.9%,-31.1%[inhibitor],2.1%,18.2%
COc1cc(S(=O)(=O)n2nc(C)cc2C)c(OC)cc1Cl,-7.4%,-19.9%,8.6%,-0.4%,-13.1%,i,6.4%,4.6%
Cc1cc(NC(=O)c2ccc3c(c2)OCCO3)no1,0.3%,4.0%,3.2%,-1.7%,-0.3%,-34.0%[inhibitor][57.5 µM],4.9%,3.8%
CCCCN(C(=O)c1sc2nc3n(c(=O)c2c1C)CCC3)c1c(N)n(CC(C)C)c(=O)[nH]c1=O,15.0%,5.6%,-1.2%,2.0%,10.2%,i,1.4%,-2.4%
CSc1sc(-c2ccnc(SCCS(C)(=O)=O)n2)c(-c2ccccc2)c1C#N,6.3%,-8.3%,2.9%,0.0%,5.6%,i,5.4%,-2.7%
COc1ccc(CNC(=O)CNS(=O)(=O)c2cccc(C#N)c2)cc1OC,7.9%,-13.1%,7.9%,-4.9%,7.2%,i,10.4%,7.1%
Cc1cc(N2CCOCC2)nc2ccc(NC(=O)C3CCC(C)CC3)cc12 (configuration not stated),12.5%,22.8%,0.3%,-9.2%,12.3%,-4.6%,-18.4%,1.5%
Cc1ccc(NC(=S)NCCc2c[nH]c3ccccc23)cc1,-8.9%,?,2.4%,6.9%,-11.3%,-10.8%[57.5 µM],6.5%,26.0%
NS(=O)(=O)c1ccc2nc(NC(=O)c3ccc4ncsc4c3)sc2c1,4.3%,-2.7%,1.1%,6.7%,-0.6%,i,-2.5%,20.6%
CC(C)CCN1CC(C(=O)NC(C)C)CC1=O (configuration not stated),-0.1%,-7.0%,-6.0%,-9.3%,6.3%,-5.4%[57.5 µM],5.2%,-27.6%
O=C(NCc1cccnc1)/C(=C/c1ccc(Cl)cc1)NC(=O)c1ccccc1,-6.4%,-14.9%,7.8%,-1.7%,2.2%,-21.3%,11.7%,19.0%
COC(=O)Oc1cncc(C(=O)O)c1,23.2%[57.1 µM],-2.3%,2.8%,1.0%,-13.6%,i,-2.1%,14.2%
CN1CCN(NC(=O)c2cc(-c3ccc(Cl)s3)nc3ccccc23)CC1,-4.4%,-18.8%,4.2%,-6.0%,-3.4%,i,11.5%,9.5%
COCCSc1ccccc1C(=O)Nc1cc(C)cc(C)c1,-7.1%,6.0%,3.7%,-8.4%,0.9%,i,7.5%,19.1%
COC(=O)C(C)Sc1nnc2n(-c3cccc(C)c3)c(=O)c3c4c(sc3n12)CCCC4 (configuration not stated),2.5%,15.6%,-3.8%,0.2%,-3.2%,-23.9%,0.7%,-2.9%
O=C(NCCc1ccccc1)c1ccc(NC(=O)C2CC2)cc1,-1.9%,7.7%,6.8%,1.4%,-5.1%,i,0.5%,-8.4%
Nc1nc(-c2cccnc2)nn1S(=O)(=O)c1ccccc1,-3.7%,4.8%,6.8%,-2.7%,-1.6%,i,2.4%,-21.0%
O=C(CN1C(=O)NC2(CCCc3ccccc32)C1=O)NC1CCCCC1 (configuration not stated),18.6%,-15.3%,-0.9%,-0.9%,17.2%,5.9%,14.3%,21.3%
COc1cccc(C2/C(=C(/O)c3cnn(-c4ccccc4)c3C)C(=O)C(=O)N2CCN(C)C)c1 (configuration not stated),5.1%,0.0%,0.6%,7.7%,0.3%,i,3.9%,5.4%
CCc1cc2c3c([nH]c2cc1S(=O)(=O)NCCCOC)CC(C)(C)CC3=O,-2.2%,7.2%,-5.8%,-3.7%,5.3%,-19.6%,4.5%,-8.8%
CCCN1CCOC(CC(=O)Nc2ccc([N+](=O)[O-])cc2)C1=O (configuration not stated),5.1%,20µM*,-2.5%,2.7%,-24.1%,i,-1.5%,7.2%
Cc1cc(N2CCN(C)CC2)nc(N2CCOCC2)n1,-4.9%[57.1 µM],-7.0%,1.4%,5.7%,-18.1%,-0.3%[57.5 µM],19.7%,9.5%

# Reprinted at random: four records from the list.
SMILES,EPAC2 antag,TDP43 rescue,EPAC1 ag,aSyn yeast inh,EPAC1 antagonist,PTHR1 ag,EPAC2 agonist,FUS yeast rescue
O=C(CN1C(=O)NC2(CCCc3ccccc32)C1=O)NC1CCCCC1 (configuration not stated),18.6%,-15.3%,-0.9%,-0.9%,17.2%,5.9%,14.3%,21.3%
Nc1nc(-c2cccnc2)nn1S(=O)(=O)c1ccccc1,-3.7%,4.8%,6.8%,-2.7%,-1.6%,i,2.4%,-21.0%
CCc1cc2c3c([nH]c2cc1S(=O)(=O)NCCCOC)CC(C)(C)CC3=O,-2.2%,7.2%,-5.8%,-3.7%,5.3%,-19.6%,4.5%,-8.8%
COC(=O)C(C)Sc1nnc2n(-c3cccc(C)c3)c(=O)c3c4c(sc3n12)CCCC4 (configuration not stated),2.5%,15.6%,-3.8%,0.2%,-3.2%,-23.9%,0.7%,-2.9%

# The main list resumes, starting two compounds before the break.
SMILES,EPAC2 antag,TDP43 rescue,EPAC1 ag,aSyn yeast inh,EPAC1 antagonist,PTHR1 ag,EPAC2 agonist,FUS yeast rescue
CCCN1CCOC(CC(=O)Nc2ccc([N+](=O)[O-])cc2)C1=O (configuration not stated),5.1%,20µM*,-2.5%,2.7%,-24.1%,i,-1.5%,7.2%
Cc1cc(N2CCN(C)CC2)nc(N2CCOCC2)n1,-4.9%[57.1 µM],-7.0%,1.4%,5.7%,-18.1%,-0.3%[57.5 µM],19.7%,9.5%
COC(=O)CSC1=C(C#N)C(=O)NC2(CCCCC2)S1,0.5%,-7.8%,-2.6%,-4.2%,3.0%,i,4.9%,3.8%
C/C(=N/NC(=O)c1ccc2c(c1)OCO2)c1cccc(NC(=O)C(C)(C)C)c1,19.5%,7.5%,2.7%,-2.5%,9.4%,-9.0%[57.5 µM],-1.8%,-15.1%
CCOc1ccc(/C(O)=C2\C(=O)C(=O)N(CCN(C)C)C2c2cc(OC)ccc2OC)cc1Cl (configuration not stated),-2.4%,14.0%,-5.6%,1.4%,-9.3%,i,1.5%,2.2%
Nc1nc(SCCOc2ccccc2)n[nH]1,-1.8%,-7.3%,0.9%,-9.1%,8.4%,i,3.3%,-1.1%
CCc1ccc(NC(=O)CCc2nc3sc4c(c3c(=O)[nH]2)CCCC4)cc1,14.6%,3.2%,1.2%,-5.2%,-21.0%,i,-2.4%,13.5%
COc1ccc(S(=O)(=O)N2CCCOC2CNC(=O)C(=O)NCc2ccccc2C)cc1 (configuration not stated),-6.6%,9.9%,8.2%,-10.3%,-0.3%,i,0.8%,-34.4%
CCc1nc2ccccc2c(C(=O)OCC(=O)NC2CCCC2)c1C,3.1%,-3.1%,1.1%,2.4%,-0.9%,i,7.1%,5.2%
CC(Sc1nc2ccccc2[nH]1)C(=O)NC1CCCCC1C (configuration not stated),3.7%,-13.3%,-3.6%,2.9%,3.2%,-30.4%[inhibitor],6.5%,7.6%
CCOC(=O)C1(C(=O)OCC)CCN(S(=O)(=O)c2ccccc2)CC1,-1.7%,16.0%,-4.1%,-1.0%,-5.5%,-0.9%,-12.0%,4.2%
O=C(c1ccc(S(=O)(=O)c2ccccc2Cl)c([N+](=O)[O-])c1)N1CCN(Cc2ccccc2)CC1,-1.1%,11.6%,4.6%,2.0%,-8.1%,-29.8%,0.0%,.
Cc1noc(C)c1CSc1ccccc1C(=O)Nc1nccs1,4.1%,-8.0%,-1.1%,1.1%,1.5%,i,-4.7%,1.5%
COc1ccc(OCCCC(=O)Nc2cccc([N+](=O)[O-])c2C)cc1,8.3%,19.1%,2.8%,-4.0%,4.3%,-2.8%,-6.9%,.

# Screening data (PubChem BioAssay)
